# CHO-K1 Ca PAM: counter-screen for M1 PAMs: effect in parental CHO-K1 cells; ATP EC20, Fluo-8 calcium fluorescence; 0% at ATP EC20, 100% at ATP max; activation, % at 3 µM; 0.02% of 360,000 active;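 active means activation above the run cutoff, the mean activation of all test compounds plus 3 SD, cut at about 40% in these data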;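 further: peak over basal fluorescence ratio in a 140 s read after ATP addition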
# M1 antag: blocks human M1 muscarinic receptor; P11229; CHO-K1 hM1, Fluo-8 calcium fluorescence, ACh EC80 antagonist; inhibition, % at 3 µM; 1.3% of 360,000 active; AID 588852;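 active means percent inhibition above its own plate's cutoff, namely the mean of that plate's compound wells plus 3 SD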;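 further: peak over basal fluorescence ratio during 140 s after agonist addition; 0% = ACh EC80 plus DMSO and 100% = DMSO alone without agonist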
# Target sequence (P11229 whole entry, looked up): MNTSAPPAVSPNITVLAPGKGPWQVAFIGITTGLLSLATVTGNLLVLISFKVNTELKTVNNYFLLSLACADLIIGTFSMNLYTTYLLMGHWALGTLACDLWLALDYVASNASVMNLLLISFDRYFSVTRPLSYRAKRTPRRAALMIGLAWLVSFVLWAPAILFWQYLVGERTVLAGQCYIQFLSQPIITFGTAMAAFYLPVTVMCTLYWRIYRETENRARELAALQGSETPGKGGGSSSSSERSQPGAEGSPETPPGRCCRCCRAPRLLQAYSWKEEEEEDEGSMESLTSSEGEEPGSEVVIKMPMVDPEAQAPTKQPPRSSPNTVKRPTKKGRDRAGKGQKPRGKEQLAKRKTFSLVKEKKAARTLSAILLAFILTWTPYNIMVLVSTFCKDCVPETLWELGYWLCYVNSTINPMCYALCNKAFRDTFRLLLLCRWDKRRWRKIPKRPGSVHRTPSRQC
# CHO-K1 Ca ag: nonselective activator or artifact in parental CHO-K1 cells. Fluo-8 calcium fluorescence; scaled to maximal ATP response, vehicle zero. activation, % at 3 µM. 0.48% of 360,000 active; in the data active means activation above about 15%;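 further: untransfected CHO-K1 host cells lacking M1 receptor as counterscreen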
# TAAR1 antagonist: human TAAR1 antagonism. Q96RJ0. CHO RD-HGA16 TAAR1, Fluo-8 calcium fluorescence, antagonist. inhibition, % at 3 µM. 1.5% of 360,000 active. AID 624466;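 active means inhibition above a per-plate cutoff, the mean inhibition of test compounds on that plate plus 3 SD, cut at about 49% in these data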;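 further: 0% = DMSO plus EC80 beta-PEA response and 100% = DMSO alone without agonist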
#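 Test system: CHO RD-HGA16 cells bearing hTAAR1 | Reagent: β-PEA, EC80 | Compound dosing: 3 µM, single point | Schedule: Dye loading 75 min at 37 °C, then 30 min room temperature | Signal: Calcium fluorescence with Fluo-8 | Evaluation: Percent inhibition of PEA-evoked calcium signal, max/basal emission ratio | Control set: DMSO-only wells and EC80 β-PEA-stimulated wells | Repeats: Singlicate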
# CHO-K1 Ca antag: counter-screen for M1 antagonists: effect in parental CHO-K1 cells | inhibition, % at 3 µM | ATP-induced calcium, Fluo-8 fluorescence | 0.6% of 360,000 active | AID 602250;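 active means inhibition above a per-plate cutoff, the plate's mean sample inhibition plus 3 SD, cut at about 24% in these data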;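 further: 0% = DMSO plus EC80 ATP and 100% = DMSO alone without ATP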
# TAAR1 agonist: agonists of human TAAR1. Q96RJ0. CHO RD-HGA16 TAAR1, Fluo-8 calcium fluorescence; vehicle wells 0%, saturating PEA agonist 100%. activation, % at 3 µM. 0.99% of 360,000 active;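 active means activation above the mean activation of all test compounds in the run plus 3 SD, cut at about 38% in these data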
#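 Test system: RD-HGA16 (CHO) cells co-expressing Gα16 and hTAAR1 / Benchmarks: DMSO vehicle as 0%, PEA at EC100 as 100% / Repeats: no replicates (n 1) / Measure: % activation from peak over basal fluorescence ratio, DMSO-to-PEA scaled / Timing: 17-24 h plating, Fluo-8 75 min 37 °C, 30 min RT / Technique: kinetic Fluo-8 calcium fluorescence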
# CHRM1 agonist: agonists of human M1 muscarinic receptor; P11229; CHO-K1 hM1, Fluo-8 calcium fluorescence, agonist mode; 0% DMSO, 100% acetylcholine EC100; activation, % at 3 µM; 0.33% of 360,000 active;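 active means activation above the run's mean compound activation plus 3 SD, cut at about 16% in these data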;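 further: peak over basal fluorescence ratio within a 140 s kinetic read after compound addition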
# CHO parental Ca: counter-screen for OX1R antagonists: effect in parental CHO cells; 0.63% of 330,000 active; parental CHO-K1, ATP-induced calcium, Fluo-8 fluorescence; inhibition, % at 5.6 µM;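 active means inhibition above that plate's mean sample inhibition plus 3 SD, cut at about 26% in these data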;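 further: 0% = ATP-challenged DMSO wells and 100% = DMSO wells without ATP; some compounds past the cut are filed as inactive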
#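 Measured by: calcium-sensitive Fluo-8 fluorescence / Test system: CHO parental line / Controls: ATP-challenged DMSO wells low, unchallenged DMSO wells high / Measure: % inhibition / Compound: single nominal dose of 5.6 µM per compound / Replicates: single well per compound, no replicates / Reagent: ATP as calcium-mobilizing challenge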
# OXTR potentiate: human OXTR potentiation | activation, % at 3 µM | 0.061% of 320,000 active | AID 2445 | CHO-OTR cells, Fluo-8 calcium fluorescence, potentiator mode; 0% = oxytocin EC15, 100% = EC100;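 active means activation above that plate's cutoff, the mean activation of tested compounds plus 3 SD, cut at about 6.6% in these data, passing the limit was not always enough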;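 further: 100% uses oxytocin at 75 nM as the full agonist control; some results filed as inactive read as strong as hits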
# Target sequence (P30559 whole entry, looked up): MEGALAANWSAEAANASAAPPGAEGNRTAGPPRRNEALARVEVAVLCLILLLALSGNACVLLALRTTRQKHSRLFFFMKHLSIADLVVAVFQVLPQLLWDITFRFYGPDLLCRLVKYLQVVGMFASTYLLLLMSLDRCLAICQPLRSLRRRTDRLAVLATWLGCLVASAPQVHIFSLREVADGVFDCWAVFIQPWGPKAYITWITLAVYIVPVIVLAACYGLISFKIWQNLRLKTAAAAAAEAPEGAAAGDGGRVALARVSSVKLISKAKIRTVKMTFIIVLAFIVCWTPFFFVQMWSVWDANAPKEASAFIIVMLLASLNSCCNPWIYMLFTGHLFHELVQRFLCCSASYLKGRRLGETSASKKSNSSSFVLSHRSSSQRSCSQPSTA
#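 Dosing: Single dose, 3.0 µM nominal final compound concentration | Material: Human OTR in CHO cells | Technique: Kinetic Fluo-8 calcium fluorescence | Benchmarks: EC15 oxytocin alone as 0%, 75 nM oxytocin as 100% | Probe or stimulus: Oxytocin at about EC15, sub-maximal agonist stimulus | Incubation: Compound 6 min at room temperature before oxytocin, 100 s read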
# * marks the source's active call; other numbers are inactive results; . = no result given.
molecule	CHO-K1 Ca PAM	M1 antag	CHO-K1 Ca ag	TAAR1 antagonist	CHO-K1 Ca antag	TAAR1 agonist	CHRM1 agonist	CHO parental Ca	OXTR potentiate
CC(Oc1ccc2c(-c3ccccc3)cc(=O)oc2c1)C(=O)NC(Cc1c[nH]c2ccccc12)C(=O)O (stereo not given)	10	-3	-0.1	3	3	0	-2	-2	0
COc1ccc(N(C)C2=NS(=O)(=O)c3ccccc32)cc1	0	-4	1.6	0	-19	5	-2	-6	-14
CCOc1ccc(S(=O)(=O)Nc2cccc(C(=O)N3CCN(c4ccccn4)CC3)c2)cc1	16	1	7.8	52*	-11	11	1	.	.
Cc1cccn2c(=O)nc(SCC(=O)N3CCCCCC3)nc12	-14	-1	0.7	-18	-12	2	0	1	1
CC(C)OCCCNc1nc2c(cnn2C)c(=O)[nH]1	21	-16	0.9	-13	-18	4	0	.	.
CC(=O)CSc1nnc(NC(=O)CCc2ccccc2)s1	12	-21	0.0	0	5	1	-2	-14	-11
COc1ccc(OC)c(-c2c[n+](=O)c3c(n2[O-])CCCC3)c1	2	-11	0.4	-8	1	10	-2	14	-13
O=S(=O)(NCc1ccccc1)c1ccc2ccccc2c1	18	-17	1.3	-5	-13	-4	-5	-6	-7

# (more compounds)
molecule	CHO-K1 Ca PAM	M1 antag	CHO-K1 Ca ag	TAAR1 antagonist	CHO-K1 Ca antag	TAAR1 agonist	CHRM1 agonist	CHO parental Ca	OXTR potentiate
O=C(COC(=O)c1n[nH]c2ccccc12)NC(=O)NCc1ccco1	0	-10	1.7	-16	12	17	1	-5	-15
CC(=NNc1nc2ccccc2s1)c1ncccn1	2	4	8.6	74*	27*	49*	5	.	.
COc1ccc2c(c1)N(S(=O)(=O)c1ccccc1)CCC2=O	-7	6	0.2	-2	12	3	-6	-3	-3
Cc1nc(Cl)c(C(=O)NC(=O)NCc2ccccc2)c(C)c1Cl	22	-12	1.7	2	-16	3	-6	-28	-10
COC(=O)c1cccc(C23CC4(C2)[C@H](CN(Cc2ccc(-c5ccccc5)cc2)[C@@H]4c2ccccc2)C3c2ccccc2)c1 (stereo not given in full)	5	0	-0.2	7	3	2	-6	-20	-4
COc1ccc(N(CC(=O)NCC2CCCO2)C(=O)CCC(=O)Nc2nccs2)cc1 (stereo not given)	11	-5	0.1	-7	2	4	-3	-1	-10
CCOC(=O)c1c(C)n(CC(O)CN(CC)CC)c2cc(Br)c(OC)cc12 (stereo not given)	11	-14	0.0	-1	-10	4	-1	-24	-11
O=C(CCSc1ccccc1)Nc1ccc(S(=O)(=O)N2CCOCC2)cc1	-2	19	2.4	-11	8	15	0	-4	-11

# Continued.
molecule	CHO-K1 Ca PAM	M1 antag	CHO-K1 Ca ag	TAAR1 antagonist	CHO-K1 Ca antag	TAAR1 agonist	CHRM1 agonist	CHO parental Ca	OXTR potentiate
Cc1cc(C)cc(Nc2nc3ccccc3c(=O)[nH]2)c1	20	0	2.0	4	-7	14	-4	-8	-4
COCCn1c(SCC(=O)Nc2cccc(C(=O)OC)c2)nc2ccccc2c1=O	0	-9	0.0	17	-8	8	0	-17	4
S=c1[nH]cc(Oc2ccc(Cl)cc2Cl)c(=S)[nH]1	-6	-6	3.8	-2	-7	7	7	.	.
CC1(C)C2CC=C(/C=N/NC(=O)c3ccccc3O)C1C2 (stereo not given)	20	-8	1.2	4	-15	5	-3	-7	-9
O=C(CCc1c[nH]c2ccccc12)N1CCCC1	9	2	1.3	3	-15	-3	-3	-14	5
COCCNC(=O)C1CCCN(C(=O)c2nc(C)oc2C)CC1 (stereo not given)	0	-19	0.1	-4	1	0	-1	.	.
O=C(CC1Oc2ccccc2NC1=O)NCCCN1CCN(C2CCCCC2)CC1 (stereo not given)	-7	0	0.4	12	5	0	3	-7	-1
Cc1ccc(CSCC(=O)N/N=C/c2ccc(OCC(=O)Nc3ccc(C)cc3)cc2)cc1	3	2	-0.1	-1	6	-2	-1	1	-6

# 7 of these compounds, reformatted.
# Second line of a record – CHO-K1 Ca PAM, M1 antag, CHO-K1 Ca ag, TAAR1 antagonist, CHO-K1 Ca antag, TAAR1 agonist, CHRM1 agonist, CHO parental Ca, OXTR potentiate
CCOc1ccc(S(=O)(=O)Nc2cccc(C(=O)N3CCN(c4ccccn4)CC3)c2)cc1
→ 16, 1, 7.8, 52*, -11, 11, 1, ., .
Cc1cccn2c(=O)nc(SCC(=O)N3CCCCCC3)nc12
→ -14, -1, 0.7, -18, -12, 2, 0, 1, 1
CC(C)OCCCNc1nc2c(cnn2C)c(=O)[nH]1
→ 21, -16, 0.9, -13, -18, 4, 0, ., .
CC(=O)CSc1nnc(NC(=O)CCc2ccccc2)s1
→ 12, -21, 0.0, 0, 5, 1, -2, -14, -11
COc1ccc(OC)c(-c2c[n+](=O)c3c(n2[O-])CCCC3)c1
→ 2, -11, 0.4, -8, 1, 10, -2, 14, -13
O=S(=O)(NCc1ccccc1)c1ccc2ccccc2c1
→ 18, -17, 1.3, -5, -13, -4, -5, -6, -7
O=C(COC(=O)c1n[nH]c2ccccc12)NC(=O)NCc1ccco1
→ 0, -10, 1.7, -16, 12, 17, 1, -5, -15

# New compounds follow:
molecule	CHO-K1 Ca PAM	M1 antag	CHO-K1 Ca ag	TAAR1 antagonist	CHO-K1 Ca antag	TAAR1 agonist	CHRM1 agonist	CHO parental Ca	OXTR potentiate
COc1ccc(S(=O)(=O)Nc2cc3c4c(c2)CC(=O)N4CCC3)cc1OC	-3	-11	0.4	-27	1	1	-1	.	.
COC(=O)/C=c1/s/c(=C(\C#N)C(=O)NCc2ccco2)n(-c2ccccc2)c1=O	4	13	0.2	21	2	-1	-7	20	-19
CCOc1ccc(CNC2CCCc3ccccc32)cc1 (stereo not given)	21	8	0.3	17	-13	3	-6	-16	-4
Cc1ccc(C)c(NC(=O)NNC(=O)c2cc3ccccc3cc2O)c1	10	-15	8.5	-17	-8	2	0	-1	-8
O=C(Nn1cnnc1)c1ccccc1F	0	-11	0.1	-6	-6	2	2	-2	-10
Cc1ccc(-n2c(SCC(=O)O)nc3sc4c(c3c2=O)CCCC4)cc1	11	-10	-0.7	-18	-6	2	0	1	-23
O=C(CP(=O)(c1ccccc1)c1ccccc1)Nn1cnnc1	6	-10	0.6	10	-4	12	0	-2	0
O=C(c1cccc(F)c1)N1CCN(S(=O)(=O)c2ccc(C(F)(F)F)cc2)CC1	11	-4	0.1	-4	-22	3	-2	-2	-8

# (more compounds)
molecule	CHO-K1 Ca PAM	M1 antag	CHO-K1 Ca ag	TAAR1 antagonist	CHO-K1 Ca antag	TAAR1 agonist	CHRM1 agonist	CHO parental Ca	OXTR potentiate
O=S1(=O)CC(O)C(O)CS1 (stereo not given)	-14	.	0.3	-12	-14	2	.	.	.
Cc1cccc(-n2nnc3cnn(C)c3c2=O)c1	19	10	1.0	-9	-12	-1	-5	-6	-10
CC(=O)NC(Cc1ccccc1C)C(=O)NC1CCN(c2nnnn2-c2ccccc2)CC1 (stereo not given)	12	-8	0.3	-8	-7	1	-3	9	-8
CCCCOC(=O)CCCN1C(=O)/C(=C2\SC(=S)N(CCCC(=O)OCCCC)C2=O)SC1=S	4	13	0.7	1	0	1	-3	-14	0
COc1ccc(-c2ccc(CN3C(CC(C)C)C(=O)N(Cc4cn(CCC5OCCCO5)nn4)CCS3(=O)=O)cc2)cc1OC (stereo not given)	3	2	4.8	57*	4	7	-2	.	.
CCOC(=O)C1=C(c2ccccc2)N=c2s/c(=C\c3ccco3)c(=O)n2C1c1cccs1 (stereo not given)	-7	15	0.1	-6	-6	3	-2	-18	-8
Cc1cccc(OCCOC(=O)c2ccc(F)c(S(=O)(=O)N3CCOCC3)c2)c1	9	1	5.8	31	-12	2	-1	-5	-10
CC(C)Oc1ccc(C(=O)OC(C)C(=O)Nc2nc(-c3cccc([N+](=O)[O-])c3)cs2)cc1 (stereo not given)	-11	14	-0.6	4	20	4	-3	-11	-8

# Ordered by the number under M1 antag (high to low): three from the list above.
Molecule	M1 antag
O=C(CCc1c[nH]c2ccccc12)N1CCCC1	2
Cc1cccn2c(=O)nc(SCC(=O)N3CCCCCC3)nc12	-1
CC1(C)C2CC=C(/C=N/NC(=O)c3ccccc3O)C1C2 (stereo not given)	-8

# Carrying on.
molecule	CHO-K1 Ca PAM	M1 antag	CHO-K1 Ca ag	TAAR1 antagonist	CHO-K1 Ca antag	TAAR1 agonist	CHRM1 agonist	CHO parental Ca	OXTR potentiate
Cc1cc(Cl)ccc1OCCCC(=O)N1CCN(C(=O)c2ccco2)CC1	13	-9	2.6	-3	-2	5	-3	-4	-7
COc1cccc(CNC(=O)c2ccc(C3SCCS3)cc2)c1	10	2	1.9	21	-10	-1	-3	3	-5
Cc1c(C)c2ccc(OCC(=O)NCCc3c[nH]c4ccccc34)c(C)c2oc1=O	-1	-9	0.2	31	8	2	-3	-11	-8
Oc1ccc(Cl)cc1CNc1ccc(Br)cn1	6	-7	0.5	17	2	8	-6	-14	-12

# Compound activity as filed in PubChem BioAssay.

# Hits appear at their usual frequency; any-hit rate near 4.2%.
